Bioassay records from PubChem BioAssay.
NPY Y1 blocker: NPY-Y1 receptor antagonists, primary screen, cell-based | Neuropeptide Y receptor type 1 (Homo sapiens), P25929 | HEK293-CNG Y1 cells, membrane potential fluorescence; NPY at EC95, then isoproterenol | inhibition, % at 3.6 µM | actives 1% (n = 200,000) | AID 1040, 2008;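 active = inhibition above the campaign mean inhibition of all tested compounds plus 3 SD, cut at about 20% in these data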;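 also: 0% = DMSO wells given NPY plus isoproterenol and 100% = isoproterenol alone without NPY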
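Material: HEK293 Y1/CNG channel cell line | Also added: NPY (25 nM), isoproterenol (1 µM), Ro 20-1724 (25 µM) | Compound: One concentration, 3.6 µM, in 0.4% DMSO | Schedule: 3 h dye uptake, 1 h room-temperature compound, 45 min post-isoproterenol | Signal: Membrane-potential fluorescent dye readout | Read-out: % inhibition of NPY effect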
PPC-1+TRAIL kill: compounds killing PPC-1 cancer cells with TRAIL present, primary screen, TRAIL potentiator project, ATPLite luminescence, uHTS; PPC-1 cells + TRAIL, ATPLite viability luminescence; cell killing (% activity), % at 4 µM; actives 0.41% (n = 220,000); AID 1443, 2008;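 active = cell killing above 50% in the first pass at 4 µM, then a duplicate retest at 5 µM averaging 50% or more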;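 also: plate controls were cells with TRAIL plus DMSO for no effect and medium-only wells lacking cells for full effect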
14-3-3 Bad inh: inhibitors of 14-3-3 zeta/Bad binding, primary screen, biochemical, TR-FRET, bovine 14-3-3 zeta. 14-3-3 protein zeta/delta (Bos taurus), P63103. TR-FRET 14-3-3zeta/Dy647-pBad peptide displacement, 1 h. inhibition, % at 21.7 µM. AID 781, 2007. actives 0.71% (n = 220,000);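 active = inhibition above about 70%, limit read from the data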;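 also: 0% = full 14-3-3 plus peptide FRET controls and 100% = background without 14-3-3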
TRPML3 agonist: human TRPML3 channel agonists, primary screen, cell-based, HEK293 TRPML3-YFP, Fluo-8 calcium fluorescence, 3 µM; actives 0.29% (n = 220,000); activation, % at 3 µM; 100% = the carbachol control signal;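 active = activation above its plate's cutoff, the mean activation of the plate's test wells plus 3 SD, cut at about 12% in these data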;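 also: 0% = DMSO only wells and 100% = carbachol wells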
Target sequence (Q8TDD5 whole entry, looked up): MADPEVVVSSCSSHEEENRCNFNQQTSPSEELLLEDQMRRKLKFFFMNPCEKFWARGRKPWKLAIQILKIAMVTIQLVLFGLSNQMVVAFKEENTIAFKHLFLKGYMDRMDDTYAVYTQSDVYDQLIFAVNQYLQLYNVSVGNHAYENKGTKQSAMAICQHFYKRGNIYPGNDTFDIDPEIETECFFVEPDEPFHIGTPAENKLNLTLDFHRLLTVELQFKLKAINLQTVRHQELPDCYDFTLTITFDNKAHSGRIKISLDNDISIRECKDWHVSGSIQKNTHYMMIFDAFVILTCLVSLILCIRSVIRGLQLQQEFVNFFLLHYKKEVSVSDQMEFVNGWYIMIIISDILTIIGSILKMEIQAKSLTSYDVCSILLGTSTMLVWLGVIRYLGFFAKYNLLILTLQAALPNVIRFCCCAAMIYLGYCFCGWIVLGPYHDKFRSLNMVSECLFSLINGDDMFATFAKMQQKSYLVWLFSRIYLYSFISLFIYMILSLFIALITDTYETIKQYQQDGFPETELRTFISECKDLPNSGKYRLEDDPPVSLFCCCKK
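Material: HEK293 cells stably carrying human TRPML3-YFP; compound dosing: single dose, 3 µM final nominal compound, 0.3% DMSO final; incubation: 1-h 37 °C dye load, 5-s basal, 120-s post-compound reads; technique: Fluo-8 intracellular calcium fluorescence, excitation 470-495 nm, emission 515-575 nm; read-out basis: percent activation from peak-to-basal fluorescence ratio, scaled between DMSO and carbachol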
EP2 mod: EP2 receptor modulators, cAMP readout, primary screen, cell-based, HTRF cAMP, PGE2 stimulation; EP2-expressing cells, cAMP HTRF FRET, PGE2 co-stimulation; AID 940, 2007; induction, % at 25 µM; actives 0.83% (n = 260,000); Prostaglandin E2 receptor EP2 subtype (Homo sapiens), P43116;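 active = compounds whose cAMP rise, as percent of the full-agonist control response, exceeds 60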;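 also: rat C6 glioma line stably carrying human EP2 under a CMV promoter; the protocol text gives 20 µM as final concentration; 100% = response of wells given 1 µM PGE2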
Target sequence (P43116 whole entry, looked up): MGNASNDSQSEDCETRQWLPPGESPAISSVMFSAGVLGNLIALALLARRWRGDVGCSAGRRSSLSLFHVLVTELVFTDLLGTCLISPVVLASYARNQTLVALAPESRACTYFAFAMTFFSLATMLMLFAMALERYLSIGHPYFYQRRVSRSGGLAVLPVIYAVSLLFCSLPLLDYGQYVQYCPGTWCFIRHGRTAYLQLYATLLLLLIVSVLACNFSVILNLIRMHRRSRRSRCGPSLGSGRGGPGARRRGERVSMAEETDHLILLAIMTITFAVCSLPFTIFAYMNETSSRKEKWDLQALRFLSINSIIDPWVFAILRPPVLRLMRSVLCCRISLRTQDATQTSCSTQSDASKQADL
NPY1 pot ag: NPY-Y1 receptor potentiators or agonists, primary screen, cell-based; Neuropeptide Y receptor type 1 (Homo sapiens), P25929; NPY-Y1 expressing cells, potentiator/agonist activation; activation, % at 3.6 µM; actives 0.37% (n = 220,000); in the data active = activation above about 33%, passing the limit was not always enough;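 also: cells stimulated with NPY at EC10 then isoproterenol at EC100; 0% = low agonist plus stimulus and 100% = saturating agonist plus stimulus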
TRPN1 ag: zebrafish TRPN1 channel agonists, primary screen, cell-based, HEK293, calcium fluorescence. HEK293 zebrafish TRPN1-YFP, Fluo-8 calcium fluorescence; 100% = response to 87 µM carbachol. activation, % at 3 µM. actives 0.18% (n = 220,000). AID 1424, 2008;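 active = activation above its plate's cutoff, the mean activation of test wells on that plate plus 3 SD, cut at about 19% in these data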;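 also: 0% = DMSO alone and 100% = 87 µM carbachol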
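Material: zebrafish TRPN1-YFP in HEK293 cells; Doses: single test compound dose, 3 µM nominal, 0.3% DMSO; Timing: dye loading 1 h at 37 °C, then 30 min room temperature; Technique: intracellular calcium fluorescence with Fluo-8; Benchmarks: high carbachol 87 µM, low DMSO alone.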
PGE2 EP2 inh: human EP2 receptor antagonists, primary screen, TR-FRET cAMP, C6 glioma cells | Prostaglandin E2 receptor EP2 subtype (Homo sapiens), P43116 | C6 glioma cells expressing human EP2; cells stimulated with saturating PGE2 | inhibition, % at 25 µM | actives 0.52% (n = 260,000) | AID 1422, 2008;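 active = percent inhibition above 40 after rounding to a whole number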;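 also: rat C6 glioma host cells with rolipram phosphodiesterase inhibitor present; the protocol text gives 20 µM as final concentration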
CHOP inhibitor: inhibitors of CHOP promoter induction, primary screen, cell-based, unfolded protein response, luciferase reporter | CHO-K1 CHOP-promoter luciferase, tunicamycin-induced, 15-18 h | inhibition, % at 10 µM | actives 3.8% (n = 220,000) | AID 2732, 2010;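 active = compounds that reduced the stress-induced luciferase reporter signal by more than about 70% of percent inhibition, limit read from the data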;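 also: 0% = tunicamycin plus vehicle and 100% = wells without tunicamycin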
An asterisk follows results filed as active; · = no result given; & = joins results of further samples; [ ] = dose if it differs, or a comment. These rows are one share of the data. The share of hits here may be higher or lower than overall.

compound	PPC-1+TRAIL kill	TRPN1 ag	EP2 mod	14-3-3 Bad inh	PGE2 EP2 inh	TRPML3 agonist	NPY Y1 blocker	NPY1 pot ag	CHOP inhibitor
Cc1c(NC(=O)c2cc3nc(-c4ccc(Cl)cc4)cc(C(F)(F)F)n3n2)c(=O)n(-c2ccccc2)n1C	-3	-0.9	22	3	19	0.6	5	-9	29
O=S(=O)(c1ccc(Nc2ccc3c(c2)OCO3)nc1)N1CCOCC1	8	-0.3	-6	-21	10	1.2	2	4	17
O=C(Nc1ccccc1)Nc1cccc(Cl)c1Cl	20	3.3	-73	5	9	0.8	-7	14	15
CCOC(=O)N1CCN(C(=O)C2CCCN(S(=O)(=O)c3ccc(F)cc3)C2)CC1 (configuration not stated)	-1	-1.4	11	-2	8	0.2	3	-2	3
O=C(NC1=NCCS1)c1ccc(Cl)c(S(=O)(=O)N2CCOCC2)c1	10	-0.2	1	-2	5	0.9	0	-19	1
Cc1ccccc1C(=O)OCCN1CCOCC1	13	-1.4	40	26	8	0.2	-1	-12	-14
C/C(N)=C(/C#N)C(=O)COC(=O)c1ccc(O)cc1	7	2.0	29	12	6	-0.2	2	0	23
O=C(c1ccc(CS(=O)(=O)c2ccc(Br)cc2)o1)N1CCN(c2ccccn2)CC1	26	2.7	-12	-1	14	0.7	1	9	7
COc1ccc(-c2csc(NC(=O)c3ccc(N4C(=O)CCC4=O)cc3)n2)cc1OC	0	6.3	-60	-5	13	3.8	-6	8	16
CN(Cc1ccccc1)C1=CC(=[N+]2CCCCC2)CC(C)(C)C1	32	-0.4	-37	24	8	0.8	·	-34	33
O=S(=O)(NCC1CCCO1)c1ccc(S(=O)(=O)N2CCCC2)cc1 (configuration not stated)	-15	0.0	7&-16	-1[fluorescence artefact?]	8&7	0.3	7	11	12
O=S(=O)(Nc1ccc(S(=O)(=O)N2CCCCC2)cc1)c1ccc(Br)s1	-10	2.8	6	0	22	-0.3	1	5	37
CC(C)Cn1c(/C=N/Nc2nc3ccccc3[nH]2)nc2ccccc21	-8	0.7	-25	0[fluorescence artefact?]	2	0.8	1	23	-55
Cc1ccccc1-c1n[nH]c(=S)n1C	15	1.2	26	-28	2	0.9	2	1	-13
NC(CC(=O)OC1CCCCC1)C(=O)OC1CCCCC1 (configuration not stated)	-6	0.3	4	14	7	1.0	-1	21	41
CC1=CCC(/C=N\Nc2nnc3c(n2)[nH]c2ccccc23)CC1 (configuration not stated)	12	-0.4	2	19	8	-0.4	-1	3	-22
O=C(COC(=O)/C=C/c1cccc(C(F)(F)F)c1)NC(c1ccccc1)c1ccccc1	8	0.8	35	-5	11	1.3	0	18	9
c1ccc(-c2ccccc2OCCCN2CCOCC2)cc1	0	0.4	4	46	4	0.4	14	37	29
COC(=O)c1sc2ncn(CC(=O)NCCc3ccc(OC)c(OC)c3)c(=O)c2c1C	17	-0.8	-20&3	-7	14&15	1.0	3	-15	-5
CCOC(=O)c1ccc(Nc2nc(C)cc(C)c2C#N)cc1	-3	-0.5	-4	4	11	-0.1	15	-37	37
CCCn1c(=O)c2ccccc2n2c(SCc3nnc(-c4ccccc4Br)o3)nnc12	9	1.6	15	-27[fluorescence artefact?]	7	-0.2	1	10	17
Cc1c(Cl)c([N+](=O)[O-])nn1CC(=O)NCC(C)C	7	-0.2	12	-6	13	0.7	7	-9	-21
Cc1sc2nc(SCC(N)=O)n(-c3ccccc3)c(=O)c2c1C	10	-1.1	30	1	0	0.8	-4	18	11
COC(=O)c1ccccc1NC(=O)Nc1ccc(Cl)cn1	2	0.8	0	-3	11	1.4	2	1	4
O=C(O)C1CC=CCC1C(=O)Nc1cccc(C(=O)N2CCCCC2)c1 (configuration not stated)	14	1.7	12	3	3	0.4	-1	9	9
CCOC(=O)C(NC(=O)N(C)C)(Nc1sc(C)c(CC)c1C#N)C(F)(F)F (configuration not stated)	-1	-0.4	-3	-16	4	0.7	3	16	36
CCOC(=O)Cc1csc(N/C(=N/S(=O)(=O)c2cc(Br)ccc2OCC)c2ccccc2)n1	6	0.6	32	-3	7	0.9	-2	19	11
O=C(O)c1oc2ccc(Br)cc2c1-n1cccc1	17	-1.5	·	·	3	0.7	10	-21	·
O=C(Nc1ccc2oc(-c3cccc(F)c3)nc2c1)c1ccccc1F	20	2.3	-5	5[fluorescence artefact?]	11	0.8	8	-23	73*
CC(C)NC(=O)CNc1ccc(C(F)(F)F)cc1[N+](=O)[O-]	3	0.4	-29	-1	3	0.1	-3	-8	9
O=C(Nc1nc2c(s1)CCCC2)C1COc2ccccc2O1 (configuration not stated)	19	1.8	-11	-5	10	0.2	3	-16	56
Cc1ccc(S(=O)(=O)NCc2ccc(C(=O)N3CCN(Cc4ccccc4)CC3)cc2)cc1	16	2.5	29	4	-4	2.3	-5	25	23
O=C(O)CC(CC(=O)Nc1ccc(N2CCOCC2)cc1)c1ccccc1 (configuration not stated)	35	1.9	-21	-8	9	0.9	·	5	18
CC1CCCN(C(=O)c2ccc(CNc3c(N4CCCCC4)c(=O)c3=O)cc2)C1 (configuration not stated)	6	0.1	-8	2	5	0.4	-1	-5	34
O=C(Cn1c(=S)[nH]c2ncccc2c1=O)NCCc1ccccc1	28	-0.4	-26	-8	1	0.3	-2	-16	11
COc1cc(Nc2nc3ccccc3n3nnnc23)cc(OC)c1OC	13	2.1	1	0	15	-0.2	1	2	9
COc1ccc(C(c2nnnn2Cc2ccccc2)N2CCN(c3nc4ccccc4s3)CC2)cc1OC (configuration not stated)	7	-0.2	3	54	24	0.8	7	0	44
CC(CC(=O)Nc1cccc(Cl)c1)c1ccccc1 (configuration not stated)	0	-1.9	-32	7[fluorescence artefact?]	16	0.0	4	-20	-15
COc1ccccc1-n1cnc2c(c1=O)c1nc3ccccc3nc1n2-c1ccc(C)cc1	22	0.7	15	-9[fluorescence artefact?]	1	0.7	5	12	14
Cc1c(Cl)cccc1-c1ccc(C(=O)N2CCN(c3ccc([N+](=O)[O-])cc3)CC2)o1	-7	0.4	23	4	15	0.5	1	5	27
CC(=O)OC(C(=O)NC1CCCCC1)c1ccc(C)cc1 (configuration not stated)	0	-0.8	34	1	11	0.2	5	3	-4
CC(=O)c1c(O)cc(=O)n(-c2ccccc2)c1-c1cccc2ccccc12	7	1.0	21	-5	13	-0.2	2	19	-18
CC(=O)Nc1ccc(S(=O)(=O)NC2(C(F)(F)F)NC(=O)N(C3CCCCC3)C2=O)cc1 (configuration not stated)	30	1.4	8	7	4	0.4	-1	-9	-4
Cc1cc(C(=O)OCC(=O)NCCc2ccccc2)c(C)o1	-4	-0.6	5	-5[fluorescence artefact?]	8	-0.2	9	-18	18
O=C(c1cc(-c2ccc3c(c2)OCO3)on1)N1CCOCC1	24	1.4	-2	1	8	0.7	0	-21	36
CCOC(=O)c1c(-c2cccs2)csc1NC(=O)CSc1ncn[nH]1	6	0.7	33	10	6	0.6	12	-29	65
CCCCCCCC(=O)NN=C1CCN(Cc2ccccc2)CC1	19	0.8	9	-1	10	0.2	3	-49	44
COc1ccc(S(=O)(=O)N2CCOCC2)cc1NC(=O)Cc1ccc(Cl)c(Cl)c1	-5	-0.4	-20	4	6	0.9	-4	-16	14
COc1ccc(C)cc1S(=O)(=O)N(CC(=O)N1CCCC1)c1ccccc1	-11	0.2	15	2	6	-0.4	-1	6	36
O=C(NC1CSC/C1=N\O)c1ccccc1 (configuration not stated)	8	0.7	-4	-15	4	0.9	0	11	-23
CN(CCO)Cc1csc2ccc(Br)cc12	30	0.6	-3	34	12	1.1	6	-8	45
COc1ccc(C(=O)O)c(OC)n1	43	-0.7	5	2	6	0.8	·	20	-4
Cc1cccc(C)c1NC(=O)NC1(C(=O)NCCCN2CCOCC2)CCCCC1	26	-1.1	16	-5[fluorescence artefact?]	11	1.1	1	6	0
Cc1ccc(-c2ccc(CCC(=O)O)n2NC(N)=S)cc1	6	-0.9	-11	10	6	-0.1	-1	-13	-12
Cc1ccc(NC(=O)CCC(=O)NNS(=O)(=O)c2ccccc2)cc1C	22	-0.2	0	-7[fluorescence artefact?]	6	1.1	4	-18	5
CCOC(=O)c1[nH]c2c(c1-c1ccccc1)C(=O)CC(c1ccc(OCC)cc1)C2 (configuration not stated)	-1	-1.1	6	5	8	0.7	3	18	18

The results go on.
compound	PPC-1+TRAIL kill	TRPN1 ag	EP2 mod	14-3-3 Bad inh	PGE2 EP2 inh	TRPML3 agonist	NPY Y1 blocker	NPY1 pot ag	CHOP inhibitor
CCCOc1ccc(/C(O)=C2\C(=O)C(=O)N(CCCOC)C23C(=O)N(C)c2ccccc23)cc1 (configuration not stated)	3	2.3	46	70*	11	0.5	-4	2	-15
Cc1nn(C)cc1CN(C)S(=O)(=O)c1cccc([N+](=O)[O-])c1	8	1.6	-8	-3	8	0.9	-4	-5	-1
Cc1ccc(CC(=O)N/N=C/c2ccc3c(c2)OCO3)cc1	20	0.3	-29	2	11	1.2	1	4	13
O=C(Cc1ccc(Cl)cc1)N/N=C/c1c(Cl)cccc1Cl	2	0.0	-48	-5	2	0.2	6	7	32
O=S(=O)(c1cccc2cccnc12)N1CCN(Cc2ccccc2)CC1	-3	0.8	-65	-5	8	0.5	2	2	-10
O=C(c1ncc[nH]1)c1ccco1	5	-0.2	36	7	6	0.7	-2	6	2

Reprinted at random: two compounds from above
compound	PPC-1+TRAIL kill	TRPN1 ag	EP2 mod	14-3-3 Bad inh	PGE2 EP2 inh	TRPML3 agonist	NPY Y1 blocker	NPY1 pot ag	CHOP inhibitor
Cc1nn(C)cc1CN(C)S(=O)(=O)c1cccc([N+](=O)[O-])c1	8	1.6	-8	-3	8	0.9	-4	-5	-1
O=S(=O)(c1cccc2cccnc12)N1CCN(Cc2ccccc2)CC1	-3	0.8	-65	-5	8	0.5	2	2	-10
